HCMV inh: human cytomegalovirus inhibition | activity change, negative = inhibition, % at 57.5 µM | HFF cells, HCMV-luciferase reporter, 72 h; hits give low values | actives 4.5% (n = 410,000) | AID 1259415; in the data active means activity change below about -60%; inconclusive means no clear call, values can overlap the other calls; inactive means above about -39%
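Two-dose cell screen: HFF monolayers treated with compounds and infected with luciferase-expressing HCMV at 1 PFU/cell, 72 h at 37C, then lysed for luciferase measurement.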
AMA1-RON2 inh: AMA1-RON2 (P. falciparum) interaction inhibition | AID 720542 | actives 0.2% (n = 360,000) | Potency, µM (titrated, usually from 58.2 µM), without a hit: at the top dose activity change, negative = inhibition, hits mostly inhibitors | AlphaScreen AMA1-biotinylated RON2 peptide binding;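 further: potency means the concentration at half of the fitted maximal effect; 0% = vehicle wells and -100% = peptide control; nearly all actives have a fitted effect of over 45% in size; some results filed as inactive show a strong effect at the top dose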
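AMA1 (3D7) with his tag at 25 nM final met compounds first, then biotinylated RON2 peptide at 25 nM; detection used donor plus acceptor beads, 10 µg/mL apiece, read by AlphaScreen after 30 min at room temperature.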
HCV inhibitor: inhibitors of hepatitis C virus infection | Huh7.5.1 HCVcc-Cre infection, luciferase reporter, 44 h | Potency, µM (doses to about 41.8 µM), for the others: at the top dose activity change, negative = inhibition, actives largely listed as inhibitors | actives 3.4% (n = 340,000) | AID 651820; further: potency means the concentration at half of the fitted maximal effect
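Compounds are dispensed onto cells plated 4 h earlier at 1,000 per well, with HCVcc-Cre virus (about 0.5 moi) added next. Following 44 h of culture, luminescent signal is measured for 15 sec after 15 min with substrate at room temperature.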
Sm TGR block: S. mansoni TGR enzyme inhibition; Q962Y6; purified TGR, DTNB reduction, TNB absorbance 405 nm; Potency, µM (doses to about 114 µM), for the others: top-dose activity change, negative = inhibition, usual class: inhibitors; actives 3% (n = 360,000); AID 485364; further: potency means the concentration at half of the fitted maximal effect; nearly all actives have a fitted effect of over 60% in size
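Kinetic colorimetric format: TGR-catalysed, NADPH-driven DTNB reduction monitored via TNB absorbance. Enzyme dispensed at 20 nM; compound exposure 15 min at room temperature before reaction start.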
FBPA Giardia inh: Giardia lamblia aldolase inhibition; actives 0.71% (n = 290,000); A8B2U2; Potency, µM (top dose mostly 59.6 µM), for the others: at the highest dose activity, negative = inhibition, usual class: inhibitors; purified Giardia FBPA; further: potency means the concentration at half of the fitted maximal effect; nearly all actives have a fitted effect of over 55% in size
Target sequence (A8B2U2 whole entry, looked up): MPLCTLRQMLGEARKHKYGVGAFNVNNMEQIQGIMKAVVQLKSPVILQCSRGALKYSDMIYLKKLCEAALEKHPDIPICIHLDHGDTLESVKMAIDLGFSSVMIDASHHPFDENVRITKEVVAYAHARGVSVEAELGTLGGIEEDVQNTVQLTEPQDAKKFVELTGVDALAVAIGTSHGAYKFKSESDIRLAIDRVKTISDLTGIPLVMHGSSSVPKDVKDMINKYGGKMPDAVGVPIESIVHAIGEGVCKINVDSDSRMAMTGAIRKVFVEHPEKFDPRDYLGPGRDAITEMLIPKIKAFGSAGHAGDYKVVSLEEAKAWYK
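40 nM FBPA preincubated 10 min at RT with compound (up to 57.5 uM final), then substrate plus GAPDH/TPI/NAD/arsenate coupling and diaphorase/resazurin added. Fluorescence read after 20 min at RT, 525/598 nm.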
AmpC detergent: AmpC beta-lactamase inhibition with detergent present; P00811; AmpC hydrolysis of nitrocefin, absorbance 480 nm, 0.01% Triton; Potency, µM (highest dose often 114 µM), inactives show at the top dose activity change, negative = inhibition, hits mostly inhibitors; actives 0.041% (n = 370,000);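 further: potency means the concentration at half of the fitted maximal effect; 0% = no-compound wells and -100% = no-enzyme wells; nearly all actives have a fitted effect of over 25% in size; some results filed as inactive show a strong effect at the top dose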
Target sequence (P00811 whole entry, looked up): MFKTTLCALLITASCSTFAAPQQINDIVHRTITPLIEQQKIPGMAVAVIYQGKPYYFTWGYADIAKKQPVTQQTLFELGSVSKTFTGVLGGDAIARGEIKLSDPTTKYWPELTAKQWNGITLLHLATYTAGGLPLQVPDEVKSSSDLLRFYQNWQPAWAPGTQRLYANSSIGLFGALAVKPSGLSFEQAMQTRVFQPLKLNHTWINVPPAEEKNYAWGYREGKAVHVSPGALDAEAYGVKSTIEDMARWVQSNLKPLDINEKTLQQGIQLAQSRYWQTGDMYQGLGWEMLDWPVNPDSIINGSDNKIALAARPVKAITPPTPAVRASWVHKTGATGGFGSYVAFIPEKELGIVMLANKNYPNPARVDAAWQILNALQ
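20 mM phosphate pH 7.0 + 0.01% (detergent screen) or 0.0001% Triton X-100; 5.3 nM AmpC reagent; cpd preinc 15 min RT; nitrocefin (800 uM stock) to start; A480 q20 s × 4 min; Activity was normalised to no-enzyme and no-compound control wells.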
The depositor's hits bear a star; ? = inconclusive; . = no result given; & = joins results of further samples; [ ] = dose if it differs, or a comment. Unless noted, the call rests on the fitted dose curve; in most records, active means well fitted curve in the direction sought with a large enough effect; inconclusive means small, poorly fitted or top-dose-only effect, or another doubt; inactive means no such curve, though single readings can be large; an effect the other way counts as inactive or inconclusive. Unless noted, on the % scale 0 is the no-effect control and ±100 the full control effect.

SMILES	HCMV inh	AMA1-RON2 inh	HCV inhibitor	Sm TGR block	FBPA Giardia inh	AmpC detergent
Brc1c(CSc2nncn2-c2ccccc2)nc2sccn12	-20	1%	14%	-13%	-3%	-3%
CCOC(=O)C1CCN(S(=O)(=O)c2c(C)[nH]c(=O)[nH]c2=O)CC1	39	4%	16%	-3%	-1%	-1%
COc1ccc(C(=O)Nc2ccccc2N2CCCC2)cc1	-33	-2%	-7%	-19%	-4%	-7%
COc1ccc(C(=O)Nc2ccc(NC(=O)c3cccs3)c(OC)c2)cc1Cl	?	-4%	?	.	0%	2%
COc1ccc(Cn2c(N)c(C#N)c3nc4ccccc4nc32)cc1OC	9	20%	-24%	-24%	-15%	-11%
CCOC(=O)NCc1ccc(CNC(=O)OCC)cc1	-1	-5%	16%	7%	0%	-11%
O=c1[nH]cc(S(=O)(=O)c2ccccc2)[nH]1	6	9%	-2%	3%	0%	-7%
CCCc1ccc(C(=O)NNc2ccc(F)cc2)cc1	34	?	-13%	-36%	4%	-6%
Cc1cccc(OCCOC(=O)C2CCN(S(=O)(=O)c3cccs3)CC2)c1	27	27%	6%	-8%[11.4 µM]	-6%	-1%
COc1ccc(N2CCN(C(=O)CSc3nnc4c(C)cc5cc(C)ccc5n34)CC2)cc1	-30	3%	?	6%	-6%	-8%
CC(=O)Nc1ccc(CNC(=O)C[N+]2(C)CCOCC2)cc1	-9	10%	10%	43%[activator]	3%	0%
CC(C)(Oc1ccc(Cl)cc1)C(=O)NNC(=O)c1ccc(Br)o1	88	26%	2%	-18%	.	-12%
Cc1ccc2c(C)cc(=S)[nH]c2c1	58	87%[activator]	-4%	1%	0%	2%
COc1cc2nc(SCc3ccc(F)cc3)n(Cc3cccs3)c(=N)c2cc1OC	-10	7%	?	-26%	0%	?
CN1C(=O)NC(c2cccc([N+](=O)[O-])c2)C2=C1CC(C)(C)CC2=O (centres undefined)	-9	-5%	15%	3%	-9%	-9%
Cc1ccc(Oc2nc(CN3CCOCC3)nc3sc4c(c23)CCC(C)C4)cc1C (centres undefined)	31	-28%	-17%	-14%	6%	-16%
COc1ccc(N2CCN(CCCn3c(=S)[nH]c4ccccc4c3=O)CC2)cc1	-72*	0%	?	-14%	12%	1%
O=C(CSc1ccc2nnc(-c3ccc(Cl)cc3)n2n1)N1CCCC1	11	-1%	6%	-4%	-1%	?
CCN(CC)C(=O)COc1cccc2ccccc12	-5	35%[activator]	-3%	-8%	-22%	?
COc1ccc(OC)c(N(CC(=O)Nc2ccc3c(c2)OCCO3)S(C)(=O)=O)c1	21	-4%	12%	4%	-4%	-4%
COc1ccc(OC)c(-c2cc(-c3cccnc3)nc(N)c2C#N)c1	110	14%	?	8%	-9%	-8%
O=C(NC1(C(F)(F)F)C(=O)Nc2c1c(=O)[nH]c(=O)n2-c1ccc(Cl)cc1)c1ccccc1F (centres undefined)	13	.	.	6%	.	4%
COC(=O)/C(=C(/F)Sc1cc(C)c(O)c(C)c1)C(F)(F)F	.	7%	10%	?	6%	-4%
CC(=O)Nc1ccc(NC(=O)COC(=O)c2c(-c3ccccc3)noc2C)cc1	0	-4%	-17%	2%	.	4%
Cn1c(=O)cc(OCCCC(=O)N2CCC3(CC2)OCCO3)c2ccccc21	157	-1%	13%	?	-1%	4%
CCc1nc2ccc(C(=O)Nc3cccc(C(C)=O)c3)cc2nc1CC	-16	10%	?	-12%	-1%	-12%
CCOc1ccc2[nH]c3c(NCCC(C)C)ncnc3c2c1	-12	2%	-26%	-10%	-10%	-6%
Cc1ccn2c(-c3n[nH]c(=S)n3Cc3ccccc3)c(C)nc2c1	-14	48%[activator]	27%	4%	-1%	-9%
NC(=O)c1ncn([C@@H]2O[C@H](CNCc3cc(Br)ccc3OCc3ccccc3)[C@@H](O)[C@H]2O)n1	-12	8%	?	.	.	.
CN1CCN(C2OC(=O)c3ccccc32)CC1 (centres undefined)	12	1%	5%	-27%	3%	6%
O=C(/C=C/c1c(F)cccc1Cl)Nc1cccnc1	111	-1%	-15%	2%	2%	-15%
COc1ccccc1NC(=O)c1cc(S(=O)(=O)N2CCc3ccccc32)ccc1F	?	11%	-1%	0%&2%	.	3%&9%
CC(C)Cc1nnc(NC(=O)CCC(=O)Nc2ccccc2F)s1	42	9%	11%	-1%	13%	0%
CC1Cc2cc(/C(O)=C3/C(=O)C(=O)N(CCCN(C)C)C3c3ccncc3)ccc2O1 (centres undefined)	7	3%	2%&10%	-33%	6%	1%
COc1ccc(-c2cc(=O)oc3c(C)c(OC(C)C(=O)Nc4ccc(CN5CCOCC5)cc4)ccc23)cc1 (centres undefined)	?	-15%	13µM*	2%	.	4%
COc1cc(NS(=O)(=O)c2ccc(NC(=O)c3ccc(Cl)cc3Cl)cc2)ncn1	-15	12%	.	6%	-5%	-1%
CCOC(=O)C1CCCN(C(=O)Cn2nc(CC)n3c(cc4occc43)c2=O)C1 (centres undefined)	-3	.	.	-2%	.	22%
Cc1cc(C)c2nc(C)cc(Nc3ccc(C(=O)N(C)C)cc3)c2c1	.	-3%	6%	-2%	0%	0%
Cc1onc(-c2ccccc2)c1NC(=O)N(Cc1ccccc1)C(C)C	87	1%	4%	?	2%	7%
COCCNC(=O)C1CC2Cn3c(nc4cc5ccccc5cc43)C2N1C (centres undefined)	-31	-4%	4%	-3%	-3%	-3%
C/C(=N\NC(=O)CCc1ccc(S(=O)(=O)N2CCOCC2)cc1)c1ccc(Br)cc1	-30	6%	-15%	-1%	-1%	-14%
CS(=O)(=O)N(CC(=O)Nc1ccccc1C(=O)N1CCCC1)c1cccc([N+](=O)[O-])c1	-29	-1%	-6%	.	1%	-1%
Cc1nn2c(C)c(C(=O)N3CCN(c4ccc(Cl)cc4)CC3)cnc2c1-c1ccc(F)cc1	-7	.	.	2%	.	0%
OCCC1CN(Cc2nc3c(s2)CCCC3)CCN1Cc1ccsc1 (centres undefined)	-29	7%	0%	?	0%	3%
CCNC(=O)c1ccc2c(c1)S(=O)(=O)c1ccccc1C2=O	-11	-12%	-13%	0%	2%	-9%
CCCn1c(SCC(=O)Nc2ccc(NC(C)=O)cc2)nc2c1c(=O)n(C)c(=O)n2C	-29	-11%	-2%	1%	.	4%
Clc1ccc(-n2ncc3c(NCc4ccc5c(c4)OCO5)ncnc32)cc1	8	5%	-11%	-36%	-1%	?
CCOC(=O)CSc1nc2c(c(=O)n1-c1ccc(OC)cc1)SCC2	3	-5%	0%	-12%	3%	?
O=C1CC(NS(=O)(=O)c2ccc([N+](=O)[O-])cc2)CN1c1ccc(Cl)cc1 (centres undefined)	-9	-20%	-8%	-1%	.	?
COc1ccc2cc(C(=O)CS(=O)(=O)c3ccccc3)c(=O)oc2c1	-5	4%	15%	-30%	.	-3%

14 entries from above, with two lines to a compound.
Values in the order – HCMV inh, AMA1-RON2 inh, HCV inhibitor, Sm TGR block, FBPA Giardia inh, AmpC detergent
CCOC(=O)C1CCCN(C(=O)Cn2nc(CC)n3c(cc4occc43)c2=O)C1 (centres undefined)
    -3, ., ., -2%, ., 22%
Cc1cc(C)c2nc(C)cc(Nc3ccc(C(=O)N(C)C)cc3)c2c1
    ., -3%, 6%, -2%, 0%, 0%
Cc1onc(-c2ccccc2)c1NC(=O)N(Cc1ccccc1)C(C)C
    87, 1%, 4%, ?, 2%, 7%
COCCNC(=O)C1CC2Cn3c(nc4cc5ccccc5cc43)C2N1C (centres undefined)
    -31, -4%, 4%, -3%, -3%, -3%
C/C(=N\NC(=O)CCc1ccc(S(=O)(=O)N2CCOCC2)cc1)c1ccc(Br)cc1
    -30, 6%, -15%, -1%, -1%, -14%
CS(=O)(=O)N(CC(=O)Nc1ccccc1C(=O)N1CCCC1)c1cccc([N+](=O)[O-])c1
    -29, -1%, -6%, ., 1%, -1%
Cc1nn2c(C)c(C(=O)N3CCN(c4ccc(Cl)cc4)CC3)cnc2c1-c1ccc(F)cc1
    -7, ., ., 2%, ., 0%
OCCC1CN(Cc2nc3c(s2)CCCC3)CCN1Cc1ccsc1 (centres undefined)
    -29, 7%, 0%, ?, 0%, 3%
CCNC(=O)c1ccc2c(c1)S(=O)(=O)c1ccccc1C2=O
    -11, -12%, -13%, 0%, 2%, -9%
CCCn1c(SCC(=O)Nc2ccc(NC(C)=O)cc2)nc2c1c(=O)n(C)c(=O)n2C
    -29, -11%, -2%, 1%, ., 4%
Clc1ccc(-n2ncc3c(NCc4ccc5c(c4)OCO5)ncnc32)cc1
    8, 5%, -11%, -36%, -1%, ?
CCOC(=O)CSc1nc2c(c(=O)n1-c1ccc(OC)cc1)SCC2
    3, -5%, 0%, -12%, 3%, ?
O=C1CC(NS(=O)(=O)c2ccc([N+](=O)[O-])cc2)CN1c1ccc(Cl)cc1 (centres undefined)
    -9, -20%, -8%, -1%, ., ?
COc1ccc2cc(C(=O)CS(=O)(=O)c3ccccc3)c(=O)oc2c1
    -5, 4%, 15%, -30%, ., -3%

(cont.)
SMILES	HCMV inh	AMA1-RON2 inh	HCV inhibitor	Sm TGR block	FBPA Giardia inh	AmpC detergent
c1ccc(-n2ncc3c2ncn2nc(-c4ccco4)nc32)cc1	80	18%	-17%	?	3%	-17%
Cc1ccc(-n2nnnc2SCn2nnc3ccccc3c2=O)cc1	24	-3%	-21%	-23%	1%	-2%
Cn1c(=O)c2nc3ccc(NC(=O)C(F)(F)F)cc3nc2n(C)c1=O	24	.	.	5%	.	16%
COc1ccc(CNC(=O)c2sc(=S)n(-c3ccccc3)c2N)cc1	-1	-10%	-19%	0%	-12%	-8%
Cc1ccc(N2C(=O)CS/C2=C(\C(Cl)=C(Cl)Cl)[N+](=O)[O-])cc1	-32	-6%	-18%	?	-24%	-3%
CCC(C)(C(=O)NC1CCCCC1)N(C(=O)Cc1cccs1)c1ccccc1 (centres undefined)	-13	-17%	-15%	5%	1%	?
Cc1ccc(-c2cccc(CN3CCN(C4CCN(C(C)C)CC4)C(CCO)C3)c2)o1 (centres undefined)	12	2%	5µM*	?	1%	-7%
CCc1ccc(CNC(=O)C2CCN(c3nn4cc(-c5ccc(F)cc5)nc4s3)CC2)cc1	0	.	.	?	.	7%
Cc1ccc(-c2csc3ncnc(Cl)c23)cc1	-25	-11%	-12%	1%	4%	-11%
COC(=O)CCC(=O)c1ccn(S(=O)(=O)c2ccccc2)c1	-10	10%	8%	0%	1%	6%
Cc1noc(C)c1CSCC(=O)N1CCN(c2ccc([N+](=O)[O-])cc2)CC1	?	-3%	11µM*	-19%	-3%	?
COc1ccc(C2=CC(c3ccc(F)cc3)n3nnnc3N2)cc1 (centres undefined)	2	17%	2%	7%[11.4 µM]	-9%	?
